Source: PubChem BioAssay
C diff HTS: blocks growth of Clostridium difficile; growth activity, negative = inhibition, % at 16 µg/mL (by protocol); Clostridium difficile clinical isolate growth, OD600, 24 h; active compounds read low; 0.25% of 86,000 active; AID 1259249;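 active = mean growth activity at or below -80% and every replicate also at or below -80%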;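 also: 0% = DMSO wells and -100% = levofloxacin 16 µg/mL wells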
Pf Dd2 growth: P. falciparum Dd2 growth inhibition; SYBR Green, 72 h; active compounds read low; activity change, % at 10 µM; 2.3% of 94,000 active; in the data active = activity change below about -80%
KDM4C inh: inhibitors of human demethylase GASC-1 KDM4C; Q9H3R0; GST-KDM4C 2-372, H3K9me3 peptide, LANCE TR-FRET; inhibition, % at 12.5 µM; 0.15% of 96,000 active; AID 720574;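 active = mean replicate inhibition above about 25%, with at least 55% of replicates also reaching it, limit read from the data, passing the limit was not always enough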
Target sequence (Q9H3R0 2-372 limits assumed): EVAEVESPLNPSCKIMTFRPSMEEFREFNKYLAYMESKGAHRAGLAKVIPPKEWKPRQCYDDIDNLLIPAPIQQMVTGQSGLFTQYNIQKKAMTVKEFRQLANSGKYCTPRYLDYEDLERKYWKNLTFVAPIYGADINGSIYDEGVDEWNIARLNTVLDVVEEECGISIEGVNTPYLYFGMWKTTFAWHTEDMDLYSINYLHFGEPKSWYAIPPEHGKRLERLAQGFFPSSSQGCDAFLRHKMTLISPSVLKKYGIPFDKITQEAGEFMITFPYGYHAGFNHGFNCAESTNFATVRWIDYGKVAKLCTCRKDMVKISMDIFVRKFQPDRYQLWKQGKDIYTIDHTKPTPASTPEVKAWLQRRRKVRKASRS
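System: N-terminal GST-fused human GASC-1 (KDM4C) fragment, residues 2-372; amount: enzyme final amount 10 nM; incubation: reaction 30 min RT, detection step 1 h RT; medium: HEPES buffer, pH 7.5, plus ascorbate; technique: LANCE TR-FRET, Eu antibody, ULight-streptavidin, EDTA, ex 340 nm, em 618/671 nm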
Tcruzi prolif: blocks T. cruzi growth in NIH3T3 culture; T. cruzi beta-gal in NIH3T3, GalScreen luminescence, 90 h; inhibition, % at 8.34 µM; 5.9% of 77,000 active; AID 624255;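 active = mean inhibition above about 93%, with at least 55% of replicates each passing it, limit read from the data, passing the limit was not always enough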
* hit, by the source's call; / = no result given; & = joins results of further samples.

Order of values: C diff HTS	Pf Dd2 growth	KDM4C inh	Tcruzi prolif
> C[C@@H]1CN([C@H](C)CO)S(=O)(=O)c2ccc(C3=CCCCC3)cc2O[C@H]1CN(C)C(=O)c1ccccc1
→ 0	-45	-1.1	33
> C[C@@H]1CN([C@@H](C)CO)C(=O)Cc2cc(NC(=O)CCC(F)(F)F)ccc2O[C@H]1CN(C)Cc1ccc(Oc2ccccc2)cc1
→ 1	-62	13	82
> C[C@H]1CN([C@@H](C)CO)C(=O)Cc2cc(NC(=O)CCC(F)(F)F)ccc2O[C@@H]1CN(C)C(=O)NC1CCCCC1
→ 3	2	0.1	48
> Cc1noc(C)c1NC(=O)Nc1cccc2c1O[C@H](CN(C)C(=O)Nc1cccc3ccccc13)[C@@H](C)CN([C@H](C)CO)C2=O
→ -4	-3	1.7	15
> CCN1[C@@H]2c3ccc(C4=CCCCC4)c(=O)n3C[C@H]1[C@H](CO)[C@H]2C(=O)N1CCc2ccccc2C1
→ 0	-10	2.9	63
> CCNC(=O)C[C@H]1CC[C@H]2[C@@H](COc3ccc(NC(=O)c4cccc(OC)c4)cc3C(=O)N2C)O1
→ -4	2	-0.4	-69
> C/C=C/c1ccc([C@H]2[C@@H](CO)N(S(C)(=O)=O)C23CN(C(=O)CC)C3)cc1
→ -9	-3	-1.0	/
> O=C(N[C@H]1CC[C@H](CCn2cc(C3(O)CCCC3)nn2)O[C@H]1CO)c1ccccc1F
→ /	-18	0.6	17
> Cc1noc(C)c1S(=O)(=O)Nc1ccc2c(c1)CC(=O)N([C@H](C)CO)C[C@@H](C)[C@@H](CN(C)S(=O)(=O)c1ccc(F)cc1)O2
→ -6	-6	-2.6	16
> C[C@H]1CCCCO[C@H](CN(C)S(=O)(=O)c2ccc(F)cc2)[C@@H](C)CN([C@@H](C)CO)C(=O)c2cc(NS(=O)(=O)c3cn(C)cn3)ccc2O1
→ 8	10	1.6	-15
> CCCN1C[C@H](C)[C@H](OC)CN(C)C(=O)c2ccc(NC(=O)c3cccc(F)c3)cc2OC[C@@H]1C
→ /	-30	0.6	59
> O=C(NC[C@H]1CC[C@H]2[C@H](CN2S(=O)(=O)c2ccccc2[N+](=O)[O-])O1)Nc1ccccc1
→ -2	-14	/	/
> C[C@@H]1CN([C@H](C)CO)C(=O)Cc2cc(NC(=O)Nc3ccc4c(c3)OCO4)ccc2O[C@@H]1CN(C)CC1CCCCC1
→ -5	2	5.8	65
> C[C@@H]1CN([C@@H](C)CO)C(=O)c2cc(NC(=O)NC3CCCCC3)ccc2O[C@H]1CN(C)S(=O)(=O)c1cccs1
→ -4	23	-0.3	18
> Cc1noc(C)c1NC(=O)N(C)C[C@H]1Oc2ccc(NS(=O)(=O)c3ccc(F)cc3)cc2CC(=O)N([C@H](C)CO)C[C@H]1C
→ 2	24	-1.1	-3

Reprinted from the listing (3 entries):
Order of values: C diff HTS	Pf Dd2 growth	KDM4C inh	Tcruzi prolif
> C[C@@H]1CN([C@H](C)CO)S(=O)(=O)c2ccc(C3=CCCCC3)cc2O[C@H]1CN(C)C(=O)c1ccccc1
→ 0	-45	-1.1	33
> C[C@@H]1CN([C@@H](C)CO)C(=O)Cc2cc(NC(=O)CCC(F)(F)F)ccc2O[C@H]1CN(C)Cc1ccc(Oc2ccccc2)cc1
→ 1	-62	13	82
> C[C@H]1CN([C@@H](C)CO)C(=O)Cc2cc(NC(=O)CCC(F)(F)F)ccc2O[C@@H]1CN(C)C(=O)NC1CCCCC1
→ 3	2	0.1	48

(listing goes on)
Order of values: C diff HTS	Pf Dd2 growth	KDM4C inh	Tcruzi prolif
> CN(C)CC(=O)N[C@@H]1CC[C@@H](CCn2cc(C3CCCCC3)nn2)O[C@@H]1CO
→ 0	15	1.8	/
> C[C@@H]1CCCCO[C@@H](CN(C)C(=O)c2ccncc2)[C@H](C)CN([C@@H](C)CO)C(=O)c2cc(NC(=O)Cc3ccccc3)ccc2O1
→ -1	-28	11	21
> CC=Cc1ccc2n(c1=O)C[C@H]1[C@H](CO)[C@@H](C(=O)N3CCCCC3)N(Cc3ccccc3)[C@@H]21 (mixture of isomers)
→ 5	-17	3.3	37
> CN(C)C(=O)c1ccc(-c2ccc([C@H]3[C@H]4CN(C(=O)CC5CC5)CC(=O)N4[C@H]3CO)cc2)cc1
→ 6	21	13	/
> COc1ccc(NC(=O)N[C@@H]2CC[C@@H](CCNC(=O)CCN3CCCCC3)O[C@@H]2CO)cc1
→ /	-2	/	42
> O=C(N[C@@H]1CC[C@@H](CC(=O)N2CCCCC2)O[C@H]1CO)c1ccccn1
→ 3	27	-0.9	-53
> COCC(=O)Nc1ccc2c(c1)C(=O)N(C)[C@H]1CC[C@@H](CC(=O)N3CCc4ccccc4C3)O[C@@H]1CO2
→ /	-2	1.2	-25
> O=C(NCC[C@@H]1CC[C@@H](NS(=O)(=O)c2ccc(F)cc2)[C@@H](CO)O1)c1ccccc1F
→ -3	-20	-0.9	/
> C[C@@H]1CN([C@@H](C)CO)C(=O)c2cc(NC(=O)CCC(F)(F)F)ccc2O[C@@H]1CN(C)Cc1ccc2c(c1)OCO2
→ -4	6	0.1	50
> C[C@H](CO)N1C[C@H](C)[C@@H](CN(C)C)Oc2cc(-c3ccc(C#N)cc3)ccc2S1(=O)=O
→ -2	/	-2.8	18
> O=C(C[C@@H]1C[C@H]2c3cc(NC(=O)c4ccc5c(c4)OCO5)ccc3O[C@H]2[C@@H](CO)O1)NCCN1CCCCC1
→ -9	-2	-1.2	-91
> C[C@H](CO)N1C[C@H](C)[C@H](CN(C)Cc2ccc(C(F)(F)F)cc2)Oc2ccc(NC(=O)Cc3cn(C)c4ccccc34)cc2CC1=O
→ 5	-34	-3.6	101*
> COc1ccc(NC(=O)N(C)C[C@@H]2Oc3ccc(NS(C)(=O)=O)cc3C(=O)N([C@@H](C)CO)C[C@H]2C)cc1
→ /	27	1.5	95
> O=C(NCC[C@H]1CC[C@@H](NC(=O)C2CCCC2)[C@@H](CO)O1)c1ccc(F)cc1
→ 0	2	-1.0	/
> COCC(=O)NC[C@H]1[C@H](c2ccccc2)[C@@H](CO)N1C(C)=O
→ -8	2	-0.1	-17

Quoted at random: 3 records from the list.
Order of values: C diff HTS	Pf Dd2 growth	KDM4C inh	Tcruzi prolif
> O=C(N[C@H]1CC[C@H](CCn2cc(C3(O)CCCC3)nn2)O[C@H]1CO)c1ccccc1F
→ /	-18	0.6	17
> C[C@@H]1CN([C@@H](C)CO)C(=O)c2cc(NC(=O)NC3CCCCC3)ccc2O[C@H]1CN(C)S(=O)(=O)c1cccs1
→ -4	23	-0.3	18
> C[C@H](CO)N1C[C@H](C)[C@H](CN(C)Cc2ccc(C(F)(F)F)cc2)Oc2ccc(NC(=O)Cc3cn(C)c4ccccc34)cc2CC1=O
→ 5	-34	-3.6	101*

Next part
Order of values: C diff HTS	Pf Dd2 growth	KDM4C inh	Tcruzi prolif
> CC(C)(C)S(=O)N1Cc2cc(C(=O)Nc3ccc(-c4ccccc4)cc3)nc(-c3cccc(-c4cccc(F)c4)c3)c2[C@@H]1CCO (some centres undefined)
→ -17	-64	1.4	/
> O=C(CCN1CCCCC1)NCC[C@H]1CC[C@H](NC(=O)Cc2cccnc2)[C@@H](CO)O1
→ /	27	0.0	-33
> COc1ccc(NC(=O)Nc2ccc3c(c2)C(=O)N([C@@H](C)CO)C[C@@H](C)[C@@H](CN(C)C(=O)Nc2ccccc2)O3)cc1
→ 5	-13	-0.4	-22
> Cc1ccc(-c2ccc3c(c2)O[C@H](CN(C)C(=O)CN(C)C)[C@@H](C)CN([C@@H](C)CO)S3(=O)=O)cc1
→ -9	-57	-3.8	79
> CO[C@@H]1CN(C)C(=O)c2ccc(NC(=O)C3CC3)cc2OC[C@@H](C)N(CC2CCOCC2)C[C@@H]1C
→ 3	-53	0.8	28
> C[C@@H]1CCCCO[C@H](CN(C)C(=O)Nc2ccccc2)[C@H](C)CN([C@H](C)CO)C(=O)c2cc(NC(=O)CCC(F)(F)F)ccc2O1
→ 8	/	0.8	/
> O=C(c1cnccn1)N1CC[C@@H]2[C@H]1c1cc(-c3cccc(F)c3)ccc1N[C@@H]2CO
→ -6	10	0.1	101*
> O=C(C[C@@H]1CC[C@@H](NC(=O)C2CC2)[C@@H](CO)O1)Nc1ccccc1
→ -10	-17	-0.3	35
> C/C=C/c1ccc2c(c1)O[C@H](CN(C)S(=O)(=O)c1ccccc1OC)[C@H](C)CN([C@@H](C)CO)S2(=O)=O
→ -4	/	-2.1	24
> O=C(C[C@@H]1CC[C@H]2[C@@H](COC[C@H](O)CN2C(=O)Nc2cc(Cl)cc(Cl)c2)O1)N1CCOCC1
→ 72&-27	/	-0.3	55
> C[C@H](CO)N1C[C@H](C)[C@H](CN(C)C(=O)c2cccnc2)Oc2ncc(-c3ccc(F)cc3)cc2C1=O
→ 2	-8	-0.5	-160
> CO[C@H]1CN(C)C(=O)c2ccc(NC(=O)C3CC3)cc2OC[C@@H](C)N(Cc2ccc(F)cc2)C[C@H]1C
→ /	/	-1.1	42
> C[C@H]1CN([C@@H](C)CO)C(=O)Cc2cc(NS(=O)(=O)c3cccs3)ccc2O[C@@H]1CN(C)CC1CC1
→ -1	31	-0.7	-5
> C[C@@H]1CN([C@H](C)CO)C(=O)c2cc(-c3cncnc3)cnc2O[C@H]1CN(C)C(=O)Cc1ccccc1
→ 0	2	-0.5	/
> O=S(=O)(N[C@@H]1CC[C@H](CCn2cc(-c3ccccc3F)nn2)O[C@@H]1CO)c1ccc(F)cc1
→ -7	-56	0.2	/
> C[C@@H]1CN([C@@H](C)CO)C(=O)Cc2cc(NC(=O)Cc3ccccc3)ccc2O[C@@H]1CN(C)Cc1ccc(C(=O)O)cc1
→ 4	20	-1.2	7
> COc1cccc(S(=O)(=O)N2CC[C@H]3[C@H](CO)Nc4ccc(-c5ccc(C#N)cc5)cc4[C@H]32)c1
→ -11	12	-9.9	10
> C[C@H](CO)N1C[C@H](C)[C@@H](CN(C)Cc2ccc(Oc3ccccc3)cc2)Oc2ccc(NC(=O)C3CCCCC3)cc2C1=O
→ 15	-38	0.1	39
> C[C@H](CO)N1C[C@H](C)[C@H](CN(C)Cc2ccc3c(c2)OCO3)Oc2ccc(NC(=O)CCCCCC(=O)Nc3ccccc3N)cc2C1=O
→ -4	-76	-1.6	/
> O=C(c1ccccc1)N1C[C@H]2[C@@H](c3ccccc31)[C@@H](CO)N2Cc1cc(F)ccc1F
→ 12	-2	-1.1	52
> C[C@H](CO)N1C[C@H](C)[C@@H](CN(C)C(=O)Nc2ccc(F)cc2)OCCCC[C@H](C)Oc2ccc(NC(=O)C3CCCCC3)cc2C1=O
→ -2	-58	0.6	67
> O=C(c1ccc(F)cc1)N1CC(=O)N2[C@H](CO)[C@@H](c3ccc(C#Cc4ccc(F)cc4)cc3)[C@H]2C1
→ -1	-29	-0.8	/
> O=C(CN1CCOCC1)N1CC(=O)N2[C@H](CO)[C@@H](c3ccc(-c4cccc(F)c4)cc3)[C@@H]2C1
→ 3	7	1.0	/
> C[C@@H]1CN([C@@H](C)CO)C(=O)c2cc(NC(=O)CCCCCC(=O)Nc3ccccc3N)ccc2O[C@@H]1CN(C)C(=O)NC1CCCCC1
→ -6	-7	1.5	-55
> O=C(NCc1ccc(F)cc1)[C@H]1[C@H](CO)[C@H]2Cn3c(ccc(C4=CCCCC4)c3=O)[C@@H]1N2
→ -5	/	-3.1	-132
> COc1ccc(S(=O)(=O)N(C)C[C@@H]2Oc3ccc(NS(=O)(=O)c4ccccc4)cc3CC(=O)N([C@@H](C)CO)C[C@@H]2C)cc1
→ 6	-48	-0.5	33
> COc1ccc2c3c([nH]c2c1)[C@@H](CO)N(C(=O)C1CCCCC1)CC31CN(Cc2nccs2)C1
→ 0	-47	-0.7	/
> C[C@@H]1CN([C@@H](C)CO)S(=O)(=O)c2ccc(C#C[C@@H](C)O)cc2O[C@H]1CN(C)Cc1ccccn1
→ -1	-12	-0.7	-16
> CC(C)NC(=O)Nc1ccc2c(c1)CC(=O)N([C@@H](C)CO)C[C@@H](C)[C@H](CN(C)C(=O)Nc1ccc(F)cc1)O2
→ 0	-1	1.3	28
> CN(C)CC(=O)Nc1ccc2c(c1)[C@H]1C[C@@H](CC(=O)NCc3ccccc3F)O[C@@H](CO)[C@H]1O2
→ 0	-4	-1.5	24
> C[C@@H]1CN([C@H](C)CO)C(=O)c2cc(-c3ccccc3)cnc2O[C@@H]1CN(C)C(=O)C1CCCCC1
→ 4	-25	4.7	-27
> CNC(=O)C[C@@H]1CC[C@@H]2[C@H](COc3ccc(NC(=O)c4cc(C)on4)cc3C(=O)N2C)O1
→ 1	19	-0.9	16
> C[C@@H]1CN([C@H](C)CO)C(=O)c2cccc(NC(=O)Nc3ccc(C(F)(F)F)cc3)c2O[C@@H]1CN(C)C(=O)Nc1ccc(F)cc1
→ 19	-67	-1.1	/
